Vif-APOBEC3G blk = blocks the Vif interaction with human APOBEC3G | 0.076% of 410,000 active | HeLa A3G-eYFP + Vif (tagged APOBEC3G with the HIV-1 protein that degrades it), YFP fluorescence, overnight | AID 602310 | Q9HC16 | Potency, µM (series often up to 46.1 µM), inactives show at the top dose activity, negative = active, actives largely listed as inhibitors;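 also: potency is read from the fitted curve at half-maximal effect; % is scaled to controls: 0 for no effect and ±100 for the full control effect; nearly all actives have a fitted effect of over 60% in size; hits raise eYFP signal because A3G escapes Vif-driven loss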
Target sequence (Q9HC16 whole entry, looked up): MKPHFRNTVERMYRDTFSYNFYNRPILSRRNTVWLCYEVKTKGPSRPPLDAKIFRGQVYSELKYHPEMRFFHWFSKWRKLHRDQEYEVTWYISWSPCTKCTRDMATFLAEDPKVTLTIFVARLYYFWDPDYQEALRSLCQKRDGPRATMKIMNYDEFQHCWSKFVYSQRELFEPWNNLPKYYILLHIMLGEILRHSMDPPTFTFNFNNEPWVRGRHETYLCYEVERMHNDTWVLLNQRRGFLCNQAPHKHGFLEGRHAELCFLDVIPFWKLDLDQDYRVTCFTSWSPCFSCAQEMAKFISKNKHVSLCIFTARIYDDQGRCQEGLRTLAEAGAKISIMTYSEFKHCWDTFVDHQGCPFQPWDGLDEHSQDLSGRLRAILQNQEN
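HeLa cells stably expressing Vif and C-terminally eYFP-tagged A3G, seeded overnight at 37 deg C, then exposed to compound by pintool overnight at 37 deg C. Rise in yellow fluorescence (Ex 488/Em 500-530, Acumen) marks blocked Vif-driven A3G degradation.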
TrxR1 substrate = rat thioredoxin reductase 1 substrate activity; O89049; purified TrxR1 substrate turnover, NADPH consumption readout; Potency, µM (top dose mostly 114 µM), for inactives: at the highest dose activity change, negative = substrate turnover; 0.01% of 390,000 active; AID 588456; also: potency is read from the fitted curve at half-maximal effect; % is scaled to controls: 0 for no effect and ±100 for the full control effect; nearly all actives have a fitted effect of over 50% in size
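Rat TrxR1, dispensed at 90 nM, was prereduced with 400 uM NADPH (final) for 5 min at ~22 deg C, then incubated with compound 15 min before 400 uM selenite. A first-read NADPH fluorescence drop versus no-compound background flagged substrates.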
RXFP1 ag = activates the human relaxin receptor RXFP1; Q9HBX9; 0.3% of 370,000 active; Potency, µM (highest dose often 57.5 µM), without a hit: at the highest dose activation, actives largely listed as activators; AID 2676; HEK293T-RXFP1 cAMP TR-FRET, 30 min; response scale: percent of porcine relaxin response, buffer zero; also: potency is read from the fitted curve at half-maximal effect; % is scaled to controls: 0 for no effect and ±100 for the full control effect; nearly all actives have a fitted effect of over 60% in size; many of its hits are not listed in these tables
Target sequence (Q9HBX9 whole entry, looked up): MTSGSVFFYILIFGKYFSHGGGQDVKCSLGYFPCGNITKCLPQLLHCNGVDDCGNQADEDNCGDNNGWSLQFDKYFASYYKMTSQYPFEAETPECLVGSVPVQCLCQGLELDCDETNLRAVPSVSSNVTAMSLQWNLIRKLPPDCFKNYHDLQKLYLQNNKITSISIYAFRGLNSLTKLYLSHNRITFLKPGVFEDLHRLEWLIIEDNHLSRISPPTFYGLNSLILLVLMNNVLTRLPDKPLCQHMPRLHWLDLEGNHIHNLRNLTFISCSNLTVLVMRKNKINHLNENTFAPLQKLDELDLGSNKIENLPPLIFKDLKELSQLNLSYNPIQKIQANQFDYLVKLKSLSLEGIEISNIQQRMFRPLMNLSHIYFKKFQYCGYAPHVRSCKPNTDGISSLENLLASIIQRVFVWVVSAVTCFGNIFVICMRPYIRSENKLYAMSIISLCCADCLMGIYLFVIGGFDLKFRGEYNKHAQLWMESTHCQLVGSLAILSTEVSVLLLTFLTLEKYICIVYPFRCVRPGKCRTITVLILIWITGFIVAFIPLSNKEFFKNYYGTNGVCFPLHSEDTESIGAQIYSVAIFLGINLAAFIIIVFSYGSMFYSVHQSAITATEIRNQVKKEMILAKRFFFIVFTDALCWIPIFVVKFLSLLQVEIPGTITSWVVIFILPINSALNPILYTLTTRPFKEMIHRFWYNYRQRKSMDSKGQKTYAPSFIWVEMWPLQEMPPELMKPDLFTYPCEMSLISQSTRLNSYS
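HEK293T cells stably expressing RXFP1 were pretreated with the PDE4 inhibitor Ro 20174, exposed to compounds for 30 min at 37C, lysed, and cAMP was read by TR-FRET. Data normalized to buffer (basal) and 29 nM porcine relaxin (100%).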
Glioma ERSR ind = inducers of ER stress response in human glioma cells | AID 602332 | U87-MG GRP78 promoter luciferase reporter, 16 h | 0.02% of 420,000 active | Potency, µM, for inactives: at the highest dose activation, most hits filed as activators; also: potency is read from the fitted curve at half-maximal effect; series mostly up to about 76 µM; % of control where 0% means no effect; nearly all actives have a fitted effect of over 35% in size
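Stably transfected U87-MG human glioma cells carrying a GRP78-based luminescent sensor were seeded at 1000 cells/well, pin-dosed with compounds and incubated 16 h. Luciferase reagent was then added, and end-point luminescence was read after 10 min at room temperature.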
USP1 inh = USP1/UAF1 (human) deubiquitinase inhibition; recombinant USP1/UAF1, Ub-Rhodamine cleavage fluorescence; 0.23% of 390,000 active; AID 743255; O94782; Potency, µM (series often up to 57.1 µM), inactives show at the highest dose activity change, negative = inhibition, actives largely listed as inhibitors; also: potency is read from the fitted curve at half-maximal effect; % is scaled to controls: 0 for no effect and ±100 for the full control effect; nearly all actives have a fitted effect of over 60% in size; inactives centre near -12
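USP1/UAF1 complex (1 nM) preincubated 15 min at room temperature with compound, then Ub-Rho substrate (150 nM final) added. Kinetic fluorescence at 480/540 nm over 6 reads at 60 s intervals; 50 mM HEPES pH 7.8, 0.5 mM EDTA, 0.1 mg/ml BSA, 1 mM TCEP, 0.01% Tween-20.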
IDH1 R132H inh = blocks human mutant IDH1 R132H enzyme; IDH1-R132H enzyme, NADPH consumption, diaphorase/resazurin fluorescence; AID 602179; 0.093% of 390,000 active; Potency, µM (doses to about 76.6 µM), for the others: at the top dose activity change, negative = inhibition, usual class: inhibitors; also: potency is read from the fitted curve at half-maximal effect; % is scaled to controls: 0 for no effect and ±100 for the full control effect; nearly all actives have a fitted effect of over 65% in size
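IDH1-R132H (0.5 ug/mL) preincubated 30 min with compound, then NADPH (0.016 mM) and alpha-KG (2 mM) added; 80 min at RT, pH 7.5. Remaining NADPH coupled via diaphorase/resazurin to fluorescence (540/590 nm); concentration-response curves normalized to no-enzyme control.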
PI4K2A block = PI4K2A (human) kinase inhibition; Q9BTU6; purified PI4K2A, ADP-Glo luminescence, 1 h; stronger effect = lower value; activity change, negative = inhibition, % at 76.9 µM; 0.13% of 420,000 active; in the data active = activity change below about -50%; inconclusive = mostly about -30% to -49%;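 also: -100% = wells without enzyme as full effect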
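PI4K2A activity was measured by ADP-Glo luminescence: enzyme (4 ug/mL stock) and phosphatidylinositol (1.2 mM stock) in Tris pH 7.5/MgCl2/EGTA/Triton X-100 buffer were reacted with ATP (300 microM stock) for one hour at ambient temperature.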
Vif-APOBEC3F blk = Vif-A3F binding inhibition | HeLa A3F-eYFP + Vif (tagged APOBEC3F with the HIV-1 protein that degrades it), YFP fluorescence increase | Potency, µM (titrated, usually from 46.1 µM), inactives show top-dose activity, negative = active | 0.2% of 390,000 active; also: potency is read from the fitted curve at half-maximal effect; % of control where 0% means no effect; nearly all actives have a fitted effect of over 65% in size
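Fluorescence increase (Ex 488/Em 500-530) after overnight compound treatment at 37 deg C flags inhibition of Vif-driven A3F-eYFP loss in stable HeLa A3F-eYFP/Vif cells seeded overnight beforehand.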
LDHA inh = LDHA (human) enzyme inhibition; P00338; purified LDHA, NADH/diaphorase-resazurin fluorescence; stronger effect = lower value; activity change, % (values are at about 110 or 230 µM); 0.15% of 480,000 active; in the data active = activity change below about -30%; inconclusive = mostly about -25% to -30%;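 also: plate controls were DMSO wells for no effect and wells without enzyme for full effect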
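Remaining NADH was detected by diaphorase (0.133 mg/mL) converting 37 µM resazurin to fluorescent resorufin, read at 0 and 20 minutes. The preceding 5-minute room-temperature reaction used 2 nM LDHA, 0.2 mM sodium pyruvate and 0.06 mM NADH at pH 7.4.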
An asterisk follows results filed as active; ? = inconclusive; · = not tested or not shown; & = joins results of further samples; [ ] = remark or other dose. Unless noted, calls follow the shape of the dose curve; as a rule, active = well fitted curve in the direction sought with a large enough effect; inconclusive = small, poorly fitted or top-dose-only effect, or another doubt; inactive = no such curve, though single readings can be large; an effect the other way counts as inactive or inconclusive. Some of the compounds tested; the hit share may differ from the screen's.

SMILES | Vif-APOBEC3G blk | TrxR1 substrate | RXFP1 ag | Glioma ERSR ind | USP1 inh | IDH1 R132H inh | PI4K2A block | Vif-APOBEC3F blk | LDHA inh
Cc1ccccc1Cn1c(O)c(N=NC(=S)Nc2ccccc2F)c2ccccc21 | 15% | -10% | 0.1% | -3% | -20% | 10% | 4 | 7% | -2
O/N=C\c1ccccc1Oc1ccc(F)cc1 | -5% | 1%[57.1 µM] | 0.5% | -5% | -5% | 0% | 3 | 16% | -5
Cc1cc(-c2ccccc2)nc(N/N=C/c2ccccc2)n1 | -3% | 1% | 2.3% | 6% | -13% | 3% | -5 | ? | -2
CCN(CC)C(=O)CSc1nnc(-c2ccc(S(=O)(=O)N3CCOCC3)cc2)n1C | 1% | 23% | 0.8% | 0% | -19% | 3% | 0 | 1% | -5
Nc1nc(-c2cccnc2)nn1C(=O)COc1ccccc1 | 0% | 7% | -0.1% | -2% | -19% | 3% | 2 | -11% | -5
CCN(C(=O)CSc1nnnn1C)C1CCCCC1 | 2% | -1% | · | -4% | -9% | 5% | 4 | 4% | -7
CCN1C(=O)/C(=C/C=C2\C=CN(CC)c3ccccc32)SC1=S | 0% | 1% | -8.9% | 2% | ? | 4% | -2 | -2% | 28
CC1(C)NC(=S)NC1=S | 1% | 10%[57.1 µM] | · | -3% | -9% | 5% | 5 | 1% | -9
Cc1ccc(NC(=O)C2C3CCC(O3)C2C(=O)O)cc1C (stereo not drawn) | -1% | 2% | -0.2% | -3% | -26% | -10% | 2 | -11% | -3
O=C(NC1CCCCCCC1)C1CCCN(S(=O)(=O)c2cnc[nH]2)C1 (stereo not drawn) | 0% | 1% | 0.8% | -3% | -25% | 11% | 2 | 1% | -1
Cc1ccc(NC(=O)c2ccc3nsnc3c2)c(Cl)c1 | 2% | -2% | 6.8% | -2% | -15% | -3% | -1 | 0% | -2
Cc1ccc(NC(=O)C2CCN(C(=O)[C@@H]3Cc4ccccc4CN3)CC2)c(C)c1 | -2% | 7%[57.1 µM] | -2.3% | 7% | -14% | -8% | -2 | 1% | -8
COc1ccc(CNC(=O)C2CCC(=O)N(CCCN3CCCC3=O)C2)cc1 (stereo not drawn) | 4% | -1% | 0.8% | -1% | -13% | 8% | 3 | 7% | -3
COc1ccc(CC(=O)OCC(=O)c2ccc(OC)c(OC)c2)cc1 | 1% | -10% | 0.4% | 0% | -9% | 4% | -2 | 0% | -21
CN(C)c1nc(C(=O)Nc2ccccc2)nc(N(C)C)n1 | 1% | -6% | -0.2% | 1% | 3% | 3% | -4 | 0% | 1
CCn1cc(C(=O)N2CCN(c3ccccc3OC)CC2)c2cc(OC)c(OC)cc2c1=O | -1%&-1% | 12% | -0.3%&1.8% | -3%&-2% | -17%&-6% | 0%&-5% | -3&0 | 8%&3% | -3&3
CCCCNc1nc2ccccc2nc1NS(=O)(=O)c1ccc(F)cc1 | 3% | 14%[57.1 µM] | 0.6% | -2% | -23% | 3% | 3 | 6% | -10&3
Nc1nc(SCC(=O)NCc2ccccc2)[nH]c(=O)c1NC(=O)c1ccccc1F | 2% | -2% | -0.8% | 1% | -15% | 13% | -2 | -12% | 1
CC(=O)N1c2ccccc2-c2nc3ccccc3n2C1C (stereo not drawn) | 1% | 1% | 1.6% | -2% | -14% | -6% | 4 | -19% | -3
O=C(c1ccc(-c2ccccc2Cl)o1)N1CCN(S(=O)(=O)c2cccs2)CC1 | 2% | -11% | 0.0% | 1% | -4% | 6% | -2 | -5% | -2
N#Cc1c(Cn2cncn2)nc(=O)n(-c2ccc(Cl)cc2)c1N | 3% | -6%[57.1 µM] | 2.1% | -2% | -17% | 9% | 1 | -6% | -13
C=CCSc1nc(C)c(Cc2cccc3ccccc23)c(=O)[nH]1 | -6% | 3% | 2.8% | -2% | -27% | 0% | -2 | -11% | -6
COc1ccc(OC)c(NC(=O)C2(C)CCN2C(C)C)c1 (stereo not drawn) | 2% | · | · | -2% | · | · | -5 | · | 2
CCCCC1(CC)SCC(=O)NC1=O (stereo not drawn) | 1% | 8%[11.4 µM] | · | -6% | -14% | 10% | 4 | -7% | 2
CCOC(=O)c1sc2ccccc2c1S(=O)(=O)Nc1ccc(N(C)C)cc1 | -3% | 1%[57.1 µM] | 8.2% | 0% | -19% | 25% | -6 | 3% | 11

(more compounds)
SMILES | Vif-APOBEC3G blk | TrxR1 substrate | RXFP1 ag | Glioma ERSR ind | USP1 inh | IDH1 R132H inh | PI4K2A block | Vif-APOBEC3F blk | LDHA inh
CCCCCOC(=O)C1=C(C)N(C)C(=O)NC1c1cc(Br)c(O)c(OC)c1 (stereo not drawn) | 1% | 1%[57.1 µM] | 0.9% | -4% | -22% | 3% | -1 | -4% | 6
c1ccc2c(c1)nc(N1CCOCC1)c1c3ccccc3[nH]c21 | 0% | 1% | 0.8% | -1% | 0% | 5% | 1 | -4% | -2
Cc1ccc(S(=O)(=O)N(CCCN(C)C)Cc2ccc3c(c2)OCO3)cc1 | 3% | -4% | 0.8% | -8% | 0% | -1% | -4 | -10% | -5
O=C(Nc1ccc(F)c(Cl)c1)C1Cc2c(-c3ccc(Cl)cc3)ccnc2O1 (stereo not drawn) | -14% | · | · | -3% | · | · | 0 | · | 1
O=C1CC2(CCN(C(=O)c3cccc(F)c3)CC2)Oc2ccccc21 | -4% | 6%[57.1 µM] | 1.7% | -3% | -19% | -2% | 7 | 5% | -6
CCCn1c(SCC(=O)NC2CCCC(C)C2C)n[nH]c1=O (stereo not drawn) | -3% | -1% | 0.0% | -2% | -26% | -2% | -1 | 0% | -10
COc1cc(OC)c2c(-c3cccc(-c4ccc(F)c(Cl)c4)c3)cc(=O)oc2c1 | -14% | 16% | · | -4% | -10% | 8% | -4 | 0% | -4
Cc1ccc(CC(CC(=O)O)C(=O)NC2CCCCC2)cc1 (stereo not drawn) | -1% | 1% | 1.0% | 0% | -14% | 5% | 1 | -15% | 0
O=[N+]([O-])c1ccc2nc(CN3CCCCC3)[nH]c2c1 | -2% | 0%[57.1 µM] | 0.2% | 3% | -6% | -2% | 6 | 5% | -2
S=C(Nc1ccc(Cl)c(Cl)c1)N1CCCC1 | 0% | 14%[57.1 µM] | -0.3% | -4% | -7% | 1% | 7 | -7% | -3
Cc1ccc(C2(C)NC(=O)N(CC(=O)NNC(=O)c3ccccc3)C2=O)cc1 (stereo not drawn) | -3% | -10% | 0.0% | 0% | -16% | 13% | 5 | 6% | -3
OC1(c2ccc(F)cc2)CCN(Cc2ccccc2)C1 (stereo not drawn) | -9% | 3%[57.1 µM] | 0.2% | -3% | -1% | 3% | 7 | 1% | 1
Cc1ccc2nc(-c3ccc(NC(=O)C(C)Sc4nncs4)cc3)sc2c1 (stereo not drawn) | -12% | 50%[activator] | · | -7% | -3% | -7% | -2 | 0% | -8
COc1ccc(NCC(O)Cn2cnc3c2c(=O)n(C)c(=O)n3C)cc1 (stereo not drawn) | -1% | -8% | 4.4% | 3% | 1% | -2% | -1 | -7% | 3
COCc1cc(CNC(=O)C2CCC(=O)N(Cc3cccc(OC)c3)C2)[nH]n1 (stereo not drawn) | 2% | 5% | 0.3% | 3% | -15% | 1% | 1 | 0% | -6
O=S(=O)(c1cccs1)N1CCN(c2ccccc2F)CC1 | 2% | -16% | 1.0% | 0% | -11% | -10% | -1 | 6% | -15
c1ccc(-c2nn3c(C4CCCCC4)nnc3s2)cc1 | 1% | -7% | -0.2% | -2% | -1% | 17% | 4 | · | -1
O=C(/C=N/O)Nc1ccc2sc3ccccc3c2c1 | -11% | 6% | 2.3% | 4% | -18% | 10% | 3 | -6% | -3
O=C(Nc1ccccc1F)NC1CCN(Cc2nnnn2Cc2ccc(F)cc2)CC1 | -2% | 0% | 0.2% | -6% | -20% | -4% | 1 | -8% | -2
O=C(CC1C[C@H](C(=O)N2CCCCC2)[C@@]2(CCc3ccccc3)c3[nH]c4ccccc4c3CCN2C1=O)NCCCn1ccnc1 (stereo partly drawn) | -2% | 4% | · | -1% | -26% | -14% | -3 | 6% | 6
CN(CCOc1ccccc1)C(=O)c1cc(-c2ccco2)nc2ccccc12 | -5% | 80%[activator] | 2.3% | -3% | -24% | 1% | -4 | -1% | -3
CCN1C(=O)/C(=C2\Sc3ccccc3N2CC)OC1=S | -6% | -4% | 7.2% | 0% | 8% | -4% | -1 | ? | -3
Cc1ccc(S(=O)(=O)C2CS(=O)(=O)CC2O)cc1 (stereo not drawn) | -1% | 9% | 0.0% | -2% | -11% | 2% | -3 | -2% | -4
Cc1ccc(NC(=O)COC(=O)c2c(C)nn(-c3ccccc3)c2C)cc1 | 0% | -5% | 0.1% | -4% | -25% | 0% | 3 | -12% | 0
CCc1ccc(OCC(=O)NC(NC(=S)Nc2ccccc2C)C(Cl)(Cl)Cl)cc1 (stereo not drawn) | -22% | 2%[57.1 µM] | 0.3% | -10% | -8% | 1% | -4 | 5% | 0
O=C1COc2ccc(C(=O)COC(=O)c3cc(S(=O)(=O)N4CCOCC4)ccc3F)cc2N1 | -4% | -10% | 1.7% | 0% | -1% | 1% | 4 | 4% | -9

Bioassay records deposited in PubChem by National Center for Advancing Translational Sciences (NCATS).
